# Source: PubChem (several laboratories)
# MEKK3 PB1 HTS: raises or lowers MEK5 binding to the human MEKK3 PB1 domain; Q99759; bead-based flow cytometry, Alexa488-MEK5 binding to MEKK3; actives lie on both sides; 0 = blocked by unlabeled MEK5, 100 = vehicle; binding response (% of control), % at 10 µM; 1.4% of 290,000 active; AID 1529;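 active = binding response more than 3 SD above or below the average of its plate-row segment, actives on both sides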;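 note: Alexa488 bead fluorescence after subtracting the streptavidin-only scavenger bead signal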
# IDE act: activators of human insulin-degrading enzyme in cells; 0.073% of 340,000 active; activation, % at 5.96 µM; HEK cells, FAbeta-B cleavage, fluorescence polarization; 0% vehicle, 100% cell-free pure enzyme wells; AID 493087;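 active = activation above the mean of all tested compounds plus 3 SD, set per screening campaign, cut at about 17% in these data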
# Target sequence (P14735 whole entry, looked up): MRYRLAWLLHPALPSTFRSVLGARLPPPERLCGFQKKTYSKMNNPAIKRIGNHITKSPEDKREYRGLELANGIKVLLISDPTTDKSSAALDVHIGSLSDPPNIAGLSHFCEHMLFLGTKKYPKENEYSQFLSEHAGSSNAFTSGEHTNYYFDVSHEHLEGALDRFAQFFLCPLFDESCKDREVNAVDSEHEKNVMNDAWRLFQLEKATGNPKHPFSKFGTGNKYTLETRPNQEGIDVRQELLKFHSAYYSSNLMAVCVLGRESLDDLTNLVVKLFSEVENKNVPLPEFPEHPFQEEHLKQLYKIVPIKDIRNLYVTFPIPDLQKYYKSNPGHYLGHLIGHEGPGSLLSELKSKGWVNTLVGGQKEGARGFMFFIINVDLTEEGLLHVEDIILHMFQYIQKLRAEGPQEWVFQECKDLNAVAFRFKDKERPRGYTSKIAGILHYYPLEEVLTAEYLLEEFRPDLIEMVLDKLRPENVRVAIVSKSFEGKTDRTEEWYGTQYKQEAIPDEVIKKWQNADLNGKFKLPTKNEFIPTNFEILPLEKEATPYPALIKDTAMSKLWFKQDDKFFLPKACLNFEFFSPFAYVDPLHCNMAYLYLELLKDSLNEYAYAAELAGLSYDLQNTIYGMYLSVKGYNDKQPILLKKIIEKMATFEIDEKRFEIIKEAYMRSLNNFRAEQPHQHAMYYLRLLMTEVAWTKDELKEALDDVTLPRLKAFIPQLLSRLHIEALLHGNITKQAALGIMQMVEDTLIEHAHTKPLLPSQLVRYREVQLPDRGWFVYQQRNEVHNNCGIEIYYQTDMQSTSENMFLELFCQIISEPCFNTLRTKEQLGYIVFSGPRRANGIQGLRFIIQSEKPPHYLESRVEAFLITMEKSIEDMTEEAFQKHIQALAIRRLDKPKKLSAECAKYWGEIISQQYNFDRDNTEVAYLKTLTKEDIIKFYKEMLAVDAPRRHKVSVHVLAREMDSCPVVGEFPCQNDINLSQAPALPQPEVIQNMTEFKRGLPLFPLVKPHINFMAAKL
# NS3 helicase inh: inhibitors of Hepatitis C virus NS3 helicase; NS3 helicase DNA unwinding, Cy5 molecular beacon fluorescence; inhibition, % at 10.9 µM; 0.56% of 290,000 active; AID 1800;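 active = inhibition above the mean of all tested compounds plus 3 SD, set per campaign, cut at about 35% in these data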;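 note: 0% = DMSO wells and 100% = thioflavine S control wells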
#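 assay system = NS3 helicase fragment of HCV | buffer or medium = MOPS pH 6.5, MgCl2, DTT, Tween20, BSA | timing = 60 min unwinding reaction at 25 °C after ATP addition | signal = Cy5 beacon fluorescence read at start and 1 h | read-out basis = % inhibition of unwinding | control set = low DMSO, high thioflavine S at 110 µM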
# VIM-2 inh: inhibitors of Pseudomonas aeruginosa VIM-2 metallo-beta-lactamase; inhibition, % at 5.6 µM; 0.89% of 290,000 active; purified VIM-2, nitrocefin hydrolysis, epi-absorbance fluorescence;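 active = inhibition above the mean of all tested compounds plus 3 SD, cutoff set per screening run, cut at about 7.5% in these data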;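 note: red hydrolysis product quenches plate fluorescence so inhibitors raise well fluorescence; 0% = enzyme with DMSO and 100% = DMSO without enzyme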
# PHOSPHO1 inh: blocks human PHOSPHO1 phosphatase activity; Q8TCT1; recombinant PHOSPHO1, absorbance phosphatase assay; inhibition, % at 13.3 µM; 1.1% of 290,000 active; AID 1565; in the data active = inhibition above about 60%
# UBC9 SUMO inh: inhibitors of human SUMOylation (UBC9) | P63279 | HTRF SUMOylation assay, SAE1/SAE2 + UBC9, in vitro | inhibition, % at 35 µM | AID 2006 | 0.36% of 290,000 active; in the data active = inhibition above about 50%, passing the limit was not always enough; note: strong numbers were not always called active
# FID counter: fluorescent intercalator displacement, NS3 helicase counter-screen; inhibition, % at 7.9 µM; AID 1845; 0.17% of 290,000 active; DNA fluorescent intercalator displacement, fluorescence; in the data active = inhibition above about 37%;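 note: 0% = vehicle and 100% = reference compound; higher means more ethidium bromide displaced from hairpin DNA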
# IMP-1 inh: inhibitors of Pseudomonas aeruginosa IMP-1 metallo-beta-lactamase; 0.45% of 290,000 active; purified IMP-1, nitrocefin hydrolysis, epi-absorbance fluorescence; inhibition, % at 5.6 µM;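 active = inhibition above the mean plus 3 SD of all compounds in the same screening run, cut at about 4.5% in these data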;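 note: 0% = IMP-1 with DMSO and 100% = DMSO wells lacking enzyme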
#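 System: purified IMP-1 / Input: IMP-1 dispensed at 0.2 nM / Medium: 50 mM HEPES pH 7.1, 50 µM ZnSO4, 0.05% Brij 35 / Timing: 15 min enzyme–compound preincubation, then 25 min nitrocefin reaction, 25 °C / Technique: plate fluorescence quenching by hydrolysis product, ex 480/em 530 nm / Repeats: singlicate testing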
# p-CIP stab down: compounds decreasing mouse p/CIP protein stability; Q05BA5; F442A p/CIP-EGFP cells, EGFP fluorescence, 16 h; decrease of EGFP signal, % at 10 µM; 0.01% of 290,000 active;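 active = EGFP signal decrease of at least 30% at 10 µM or well 3 SD below plate mean, unless failing retest; inactive = the rest, including hits failing retest or dose response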; note: some compounds called inactive have numbers as strong as hits; many of its hits are not listed in these tables
# The depositor's hits bear a star; · = not tested or not shown; [ ] = another dose, or the depositor's remark. A portion of the library; rates above refer to the full screens.
SMILES,MEKK3 PB1 HTS,IDE act,NS3 helicase inh,VIM-2 inh,PHOSPHO1 inh,UBC9 SUMO inh,FID counter,IMP-1 inh,p-CIP stab down
N#Cc1ccc(NC(=O)CCNC(=O)c2ccco2)cc1Cl,104,0,-7,-2.5,32,2,-1,-2.1,6
CCC(C(=O)N1C[C@H]2C[C@@H](C1)c1cccc(=O)n1C2)c1ccccc1 (some centres undefined),101,-29,7,-2.1,8,16,-3,-2.8,2
CN1CCN(CCC(C#N)(c2ccccc2)c2ccccc2)CC1,104,-2,-16,-0.9,21,26,17,-0.8,-10
COc1ccccc1OP(=O)(Nc1cccnc1)Oc1ccccc1OC,98,9,-49,-3.3,9,-1,-23,-6.0,7
Cc1ccc(-c2nn(Cc3ccccc3)cc2C=O)cc1C,106,0,-11,-4.3,-1,-9,-14,-1.9,12
Cn1c(C(=O)O)c(CC(=O)N2CCN(Cc3ccccc3)CC2)c2ccccc21,105,-1,1,-3.6,11,-6,-20,-0.9,12
Cc1cc(C)nc(N2Cc3ccccc3C2=N)n1,106,-2,4,-1.1,23,13,-1,-3.2,-3
CCCSP1(=S)NCCCO1 (centres undefined),95,-1,8,-1.3,2,27,-5,-4.2,-4
Cc1cc(/C=C2\C(=O)NC(=O)N(c3cccc(Br)c3)C2=O)c(C)n1C,98,1,15,-1.0,7,14,-5,-2.6,-16
Cc1cccc2c1N(N=O)CCC2,109,5,1,-3.0,0,-3,0,-2.1,-3
CCN(CC)CC(O)c1ccc(C2CCCC2)cc1 (centres undefined),96,2,-5,-2.6,17,-1,10,-1.3,3
COc1ccc(CCNCc2ccc(SC)cc2)cc1,104,·,-12,0.8,37,13,9,-1.2,-5
CC(=O)C1C2c3ccccc3O[C@@]1(C)N=c1s/c(=C/c3ccoc3)c(=O)n12 (some centres undefined),103,-8,-9,-1.4,-10,30,-22,-1.1,-18
O=C(O)CCn1cc(C=C2C(=O)NC(=S)NC2=O)c(-c2ccccc2)n1,96,2,7,-2.8,43,27,-6,-2.5,-15
CN1C(=O)C(=Cc2ccc(N3CCOCC3)o2)C(=O)N(C)C1=S,112,-7,8,-2.5,-6,1,-8,-1.7,-95
O=C(O)C(Cc1cnc[nH]1)NS(=O)(=O)c1ccc(Cl)cc1 (centres undefined),100,-4,4,0.1,-15,-5,-7,-2.1,-5
COc1ccc(C2CC(c3c(O)n(CCc4ccccc4)c(=O)[nH]c3=O)=NN2)cc1OC (centres undefined),107,5,-3,-4.7,16,11,-38,-3.3,-3
O=c1c2ccccc2nc(-c2ccc([N+](=O)[O-])cc2)n1-c1ccccc1,101,2,-12,-3.4,-14,6,-6,-2.6,-5
COc1ccc2c(c1)c(C(=O)O)c(C)n2C(C)C,96,2,4,-0.1,-6,-10,-2,-4.3,6
CC(=O)c1ccc(NC(=O)N2C[C@H]3C[C@@H](C2)c2cccc(=O)n2C3)cc1,94,1,-2,-0.1,13,-4,-3,0.5,-11
CCOP(=O)(OCC)c1ccc(O)cc1,104,6,-7,-2.6,-16,2,-2,-2.4,4
O=C1NC(=O)C2(C(=O)N1)C(c1ccc(F)cc1)NC(=S)NC2c1ccc(F)cc1 (centres undefined),103,-3,-4,-0.5,29,13,-3,-3.2,-8
NS(=O)(=O)c1ccc(-c2ccc(C=C3C(=O)NC(=S)NC3=O)o2)cc1,95,·,10,3.4,-193,9,-1,1.8,4
CCN(c1ccc(C(O)(C(=O)OC)C(F)(F)F)cc1)S(=O)(=O)c1ccccc1 (centres undefined),105,-2,10,-2.4,2,-6,-19,-2.5,-5
C=CCn1c(O)c(C=Nc2c(C)n(C)n(-c3ccccc3)c2=O)c(=O)[nH]c1=O,94,1,7,-0.9,0,2,-15,-0.8,1
COc1ccccc1CNC(=O)CCC(=O)N1C[C@H]2C[C@@H](C1)c1cccc(=O)n1C2,98,6,2,-1.1,34,-8,-6,-1.8,12
CC1=Nc2ccccc2/C1=C/c1c(O)n(C)c(=O)[nH]c1=O,88,3,8,-1.6,19,2,11,-0.8,-3
OC1(c2ccccc2F)CC2CCC(C1)N2CCN1CCOCC1 (centres undefined),111,3,-5,-5.5,14,5,4,-2.4,-3
CCOc1ccc(N=C2SCCCN2C)cc1,96,1,-1,-3.2,-8,10,2,-2.5,-12
COc1ccc(/C=N/N=C(/N)N[N+](=O)[O-])c(OC)c1,96,7,5,-0.1,-1,22,-2,-1.6,2
COc1ccc(OC)c(CN2CCCC(C(=O)c3sccc3C)C2)c1 (centres undefined),98,5,-8,-1.9,12,10,5,-1.9,9
O=C(Cc1ccccc1)N1CCN(C2CCCC2)CC1,92,9,-3,-4.4,2,5,8,-3.8,-14
O=C(CN1CCN(Cc2ccc(Cl)cc2)C1=O)N1CCC2(CC1)OCCO2,110,-1,8,0.2,0,-1,-21,-0.5,-4
CC(C)N1C(=O)CCC1C(=O)N1CCC2(CC1)OCCO2 (centres undefined),104,-1,1,-2.9,2,12,-1,-3.1,8
Cc1cccc(-n2c(O)c(C=NCCCN3CCOCC3)c(=O)[nH]c2=O)c1C,84,9,7,-3.1,17,-6,1,-2.2,-6
CCOC(=O)CNC(=O)CNC(=O)C(Cc1ccc(N(CCCl)CCCl)cc1)NC(C)=O (centres undefined),104,-1,-20,-3.1,36,3,10,-1.6,-9
CC(=O)c1ccc(OC(=O)N(C)c2ccccc2)cc1,105,1,6,-2.3,12,10,-8,-2.8,-12
COc1ccc(C(CC(=O)N2CCC3(CC2)OCCO3)NS(=O)(=O)c2ccc(C)cc2)cc1 (centres undefined),78*[inhibitor],9,6,-3.8,-2,-1,-28,-1.2,-3
CC1=C2C(=O)C3C(CC=C4CC(O)CCC43C)C2CCC12OC1CC(C)CNC1C2C (centres undefined),106,-3,-4,-0.9,30,-1,10,-2.8,-2
C=CCNC(=O)c1c(N)n(Cc2ccco2)c2nc3ccccc3nc12,108,-5,10,-1.6,10,11,1,-2.3,-55
O=C1C2CCCN2C(c2cccs2)N1c1ccccn1 (centres undefined),97,2,4,-2.5,10,10,-1,-2.9,-18
Cc1ccc(/C=C2\C(=O)NC(=O)N(CCc3ccc(F)cc3)C2=O)s1,97,0,5,-0.7,-8,6,-4,-1.0,14
Cc1cc(OCC(=O)N2CCC(C(=O)NCC(C)C)CC2)c2c3c(c(=O)oc2c1)CCCC3,100,0,4,3.9,12,11,-8,-0.5,-5
C=CC1CN2CCC1CC2c1[nH]c2ccccc2c1CCO (centres undefined),100,2,11,-2.2,7,10,5,-4.3,8
CN(C)C(=O)Oc1ccc2oc(=O)cc(-c3cc4ccccc4o3)c2c1,96,4,-16,2.6,12,10,-42,-2.3,-3
O=C(CNC(=O)c1ccc(Cl)cc1)Nc1ccc(Br)cc1C(=O)c1ccccc1,104,5,-4,-1.7,-16,-2,-6,-1.9,4
Cc1ccccc1-n1c(-c2ccco2)nc2ccccc2c1=O,106,5,18,1.6,2,13,-13,-3.5,-4
Cc1c(C(=O)N2CCC3(CC2)OCCO3)oc2ccccc12,95,1,3,-1.7,10,27,-7,-6.9,-2
COC(=O)c1ccc(CN2CCN(Cc3ccccc3)CC2)cc1,99,-6,-4,-1.6,1,-8,6,-2.6,3
Cc1cc(C(=O)N2CCC3(CC2)OCCO3)no1,104,0,2,-0.1,43,2,-6,0.5,2
Cc1cnc(NC(=O)CN2CCCCC2)s1,105,3,3,-1.5,·,11,2,-7.7,-7
CC1(C)OC(c2ccccc2)=C/C(=C/C=C2C(=O)NC(=O)NC2=O)O1,97,-84,7,4.9,-4,38,-22,4.6*,-31
CN1C(=O)N(C)C(=O)C(CCc2ccncc2)(CCc2ccncc2)C1=O,104,2,1,-3.0,36,9,3,-1.1,-21
C=CCn1c(O)c(C(C)=NCCC(c2ccccc2)c2ccccc2)c(=O)[nH]c1=O,92,-36,5,-2.3,-2,-11,-4,-1.4,-2
COc1ccc(C(c2c(O)c3ccccc3oc2=O)c2c(C)n(C)n(-c3ccccc3)c2=O)cc1 (centres undefined),95,2,-2,-4.4,3,12,-28,-1.1,-5
CNc1cc(Cl)c2nonc2c1[N+](=O)[O-],101,2,2,-1.7,2,30,5,-3.5,-26
Cc1csc(=N)n1Cc1ccccc1,105,4,8,-4.4,-14,-1,1,-3.1,-3
NS(=O)(=O)c1cccc(N2CCNCC2)c1,93,1,-10,-0.1,20,4,6,-1.3,-4
CCOC(=O)C1=C(N)Oc2ccccc2C12C(=O)N(CC(=O)OC)C(CC(=O)OC)=C2C(=O)OC (centres undefined),103,5,-4,-1.7,20,-2,-24,-1.9,-6
CCOc1ccc(CN2CCN(C(=O)Cc3ccccc3)CC2)cc1,101,3,-9,-1.5,-33,7,-15,-4.2,-3

# (further entries)
SMILES,MEKK3 PB1 HTS,IDE act,NS3 helicase inh,VIM-2 inh,PHOSPHO1 inh,UBC9 SUMO inh,FID counter,IMP-1 inh,p-CIP stab down
Cc1cc(/C=C2\C(=O)NC(=O)N(Cc3ccco3)C2=O)c(C)n1-c1ccc(O)cc1,97,-1,17,-1.7,44,62*,-25,-2.3,-8
Cc1cc(=O)oc2cc(OCC(=O)N3C[C@H]4C[C@@H](C3)c3cccc(=O)n3C4)ccc12,98,5,9,-1.7,3,4,-5,-3.5,-5
Cn1c(O)c(C=Nc2ccc3c(c2)CCC3)c(=O)n(C)c1=O,105,2,·,·,-3,12,·,·,-9
CCCCCn1c(=O)c(C(=O)NCCc2ccccc2)c(O)c2ccccc21,105,1,-3,-2.1,-44,-14,-2,0.5,7
CCCC/C(=N\O)c1c[nH]c2ccccc12,81,-1,-7,-0.8,-13,8,0,-5.4,12
Cc1cccc(C2=NCC(=O)N(CC(=O)NCc3ccco3)c3sc4c(c32)CCCC4)c1,101,5,10,-2.1,-10,0,-40,-0.9,-3
CCOC(=O)c1c(C)n(COCCO)c2ccc(O)cc12,102,10,-5,-3.0,0,34,-2,-6.9,-8
Cc1nc2ccc(Cl)cc2c(=O)n1-c1ccc([N+](=O)[O-])cc1,106,4,0,-1.9,·,4,2,-0.8,-1
NS(=O)(=O)c1ccc(-c2ccc(C=C3C(=O)NC(=O)NC3=O)o2)cc1,99,1,26,1.2,-26,3,1,0.6,13

# Profiles, quoted from the list.
# Entry for `NS(=O)(=O)c1ccc(-c2ccc(C=C3C(=O)NC(=O)NC3=O)o2)cc1` : MEKK3 PB1 HTS: 99; IDE act: 1; NS3 helicase inh: 26; VIM-2 inh: 1.2; PHOSPHO1 inh: -26; UBC9 SUMO inh: 3; FID counter: 1; IMP-1 inh: 0.6; p-CIP stab down: 13
# Entry for `Cc1cc(/C=C2\C(=O)NC(=O)N(Cc3ccco3)C2=O)c(C)n1-c1ccc(O)cc1` : MEKK3 PB1 HTS: 97; IDE act: -1; NS3 helicase inh: 17; VIM-2 inh: -1.7; PHOSPHO1 inh: 44; UBC9 SUMO inh: 62*; FID counter: -25; IMP-1 inh: -2.3; p-CIP stab down: -8
# Entry for `Cc1cc(=O)oc2cc(OCC(=O)N3C[C@H]4C[C@@H](C3)c3cccc(=O)n3C4)ccc12` : MEKK3 PB1 HTS: 98; IDE act: 5; NS3 helicase inh: 9; VIM-2 inh: -1.7; PHOSPHO1 inh: 3; UBC9 SUMO inh: 4; FID counter: -5; IMP-1 inh: -3.5; p-CIP stab down: -5
